Screening results (PubChem)
L3MBTL1 inh: blocks human L3MBTL1; Potency, µM (series often up to 57.1 µM), without a hit: top-dose activity, negative = inhibition, actives largely listed as inhibitors; AlphaScreen L3MBTL1–H3K9me1 peptide binding; 0.66% of 230,000 active; note: % is set by controls: 0 for no effect and ±100 for the full control effect; nearly all actives have a fitted effect of over 60% in size
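AlphaScreen assay: L3MBTL1 (50 nM final) was preincubated 30 min at room temperature with biotinylated H3(1-15)K9me1 peptide (75 nM final), then 30 min with library compounds; streptavidin donor and nickel chelate acceptor beads (10 ug/mL final) added, 30 min dark.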
HTT ATP protect: Huntington cell model cytoprotection by ATP luminescence; Potency, µM (titrated, usually from 56.4 µM), without a hit: cytoprotection (ATP increase), actives largely listed as activators; PC12 HTT-Q103 induced, cytoprotection, ATP luminescence, 40 h; 0.14% of 230,000 active; AID 1471;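 note: % of control where 0% means no effect; nearly all actives have a fitted effect of over 45% in size; toxic huntingtin expression switched on by the ecdysone agonist tebufenozide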
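Quantitative HTS on tebufenozide-induced (100 nM) PC12 cells expressing HTTQ103 exon 1–GFP; compounds tested as a concentration series; survival measured via cellular ATP.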
TRb-SRC2 inh: TRbeta-SRC2 interaction inhibition | P10828 | TRbeta-SRC2 peptide binding, fluorescence polarization; receptor liganded with 1 µM T3 | Potency, µM (highest dose often 106 µM), for inactives: at the top dose activity change, negative = inhibition, actives largely listed as inhibitors | 0.065% of 280,000 active;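 note: plate controls were bound peptide for no effect and peptide without receptor for full effect; nearly all actives have a fitted effect of over 50% in size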
Target sequence (P10828 whole entry, looked up): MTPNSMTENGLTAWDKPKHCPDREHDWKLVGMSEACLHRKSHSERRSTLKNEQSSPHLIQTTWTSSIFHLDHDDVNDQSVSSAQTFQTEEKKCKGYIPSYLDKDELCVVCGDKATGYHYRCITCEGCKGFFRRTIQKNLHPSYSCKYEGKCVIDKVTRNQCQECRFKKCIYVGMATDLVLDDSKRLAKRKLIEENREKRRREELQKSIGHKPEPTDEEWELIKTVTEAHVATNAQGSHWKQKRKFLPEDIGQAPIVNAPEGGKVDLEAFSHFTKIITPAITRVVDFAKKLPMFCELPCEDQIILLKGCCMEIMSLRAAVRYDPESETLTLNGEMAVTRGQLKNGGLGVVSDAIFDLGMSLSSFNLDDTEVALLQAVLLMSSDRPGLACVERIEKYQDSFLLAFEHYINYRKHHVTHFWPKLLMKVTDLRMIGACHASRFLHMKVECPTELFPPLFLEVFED
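Human TRb ligand-binding domain (0.6 uM) is mixed with 20 nM Texas Red SRC2 peptide and 1 uM T3; after compound addition and 5 hr at ambient temperature, polarization is measured and normalized to unbound and bound controls.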
RECQ1 inh: blocks DNA unwinding by human RECQ1. RECQ1 DNA unwinding, red fluorescence kinetic read. Potency, µM (series often up to 57.3 µM), for inactives: at the top dose activity, negative = inhibition, most hits filed as inhibitors. AID 2549. 0.54% of 240,000 active. P46063;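 note: plate controls were vehicle for no effect and no enzyme for full effect; nearly all actives have a fitted effect of over 30% in size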
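50 nM RECQ1T1 preincubated 15 min with compound in Tris pH 8.0 buffer with MgCl2, DTT, Tween-20 and 2.5 ug/ml poly(dI-dC); started with 200 nM TAMRA/BHQ-2 forked duplex and 2 mM ATP. Unwinding read as fluorescence (525/598 nm), two reads 2 h apart.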
TR SRC2 fluor cs: counter-screen for TRb-SRC2 inhibitors: fluorescence interference | TRb/SRC2 Texas Red total fluorescence interference | Potency, µM (top dose mostly 106 µM), for inactives: top-dose fluorescence change, negative = quenching | 0.29% of 280,000 active | AID 1479; active = well fitted curve in either direction with a large enough effect; inconclusive = small, poorly fitted or top-dose-only effect; note: % is set by controls: 0 for no effect and ±100 for the full control effect
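Flags fluorescent or light-absorbing compounds by total fluorescence, S + 2P, at 555 nm excitation and 632 nm emission. Mixture: 20 nM Texas Red SRC2 peptide, 0.6 uM human TRb LBD, 1 uM T3, 5% DMSO; compound exposure 5 h at ambient temperature.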
Tau FP inhib: tau fibrillization inhibition (FP). K18 P301L tau heparin fibrillization, Alexa594 FP, 6 h. Potency, µM (doses to about 57.7 µM), inactives show top-dose activity, negative = inhibition, hits mostly inhibitors. 0.39% of 280,000 active. P10636. AID 1468; note: % is set by controls: 0 for no effect and ±100 for the full control effect; nearly all actives have a fitted effect of over 55% in size
Target sequence (P10636 561-689 P618L limits assumed): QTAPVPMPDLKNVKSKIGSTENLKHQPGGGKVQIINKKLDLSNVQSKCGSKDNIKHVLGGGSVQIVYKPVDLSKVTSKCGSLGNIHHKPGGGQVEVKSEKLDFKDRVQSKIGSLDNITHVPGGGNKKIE
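Quantitative HTS format: compounds meet 15 uM recombinant K18 P301L tau and Alexa 594-tau tracer in 100 mM sodium acetate pH 7; 20 uM heparin triggers fibrillization at 37 C over 6 hr; FP gives the signal.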
Tau ThT inhib: inhibitors of human tau fibril formation, thioflavin T binding; P10636; recombinant tau K18 P301L, heparin-induced fibrillization, ThT fluorescence; Potency, µM (highest dose often 57.4 µM), for inactives: top-dose activity, negative = inhibition, usual class: inhibitors; 2.1% of 270,000 active; AID 1460; note: % is set by controls: 0 for no effect and ±100 for the full control effect; nearly all actives have a fitted effect of over 55% in size
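In this qHTS, human K18 P301L tau is incubated with compound and heparin for 6 hr at 37 C, and Thioflavin T fluorescence then reports fibril load.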
Tau fluor cs: counter-screen for tau fibril formation inhibitors. tau K18 P301L Alexa594 fluorescence, heparin fibrillization. Potency, µM (top dose mostly 57.7 µM), for the others: at the top dose activity change, negative = decrease. 0.93% of 280,000 active. AID 1463; note: % is set by controls: 0 for no effect and ±100 for the full control effect; nearly all actives have a fitted effect of over 55% in size
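Human tau K18 P301L (15 uM unlabeled, 0.24 uM Alexa 594-labeled) in 100 mM sodium acetate pH 7 with 20 uM heparin, 6 hr at 37 C. ThT 30 uM added, 1 hr ambient; Alexa 594 FP and total fluorescence read at 555/632 nm.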
Starred values were filed as active, the others as inactive; i = inactive; ? = inconclusive; / = not tested or not shown; [ ] = another dose, or the depositor's remark. Unless noted, calls come from the whole dose curve; as a rule, active = well fitted curve in the direction sought with a large enough effect; inconclusive = small, poorly fitted or top-dose-only effect, or another doubt; inactive = no such curve, though single readings can be large; an effect the other way counts as inactive or inconclusive. Potency is the fitted concentration of half-maximal effect. Not all compounds are listed. The share of hits here may be higher or lower than overall.

No. | smiles | L3MBTL1 inh | HTT ATP protect | TRb-SRC2 inh | RECQ1 inh | TR SRC2 fluor cs | Tau FP inhib | Tau ThT inhib | Tau fluor cs
1 | Cc1cc(Cl)ccc1OCC(=O)N(Cc1ccco1)Cc1ccccc1F | / | / | -1% | / | -1% | -4% | -12% | -14%
2 | COc1cc(NC(=O)c2ccccc2-c2ccccc2)cc(OC)c1OC | 7% | -65%[inhibitor] | 0% | i | -1% | 4% | -2% | -3%
3 | COc1ccc(OCC(=O)NCCC2=CCCCC2)c([N+](=O)[O-])c1 | -10% | -21% | -2% | -2% | -2% | 10% | ? | -17%
4 | Cc1snnc1C(=O)NC(=S)Nc1ccccc1 | -1% | 6%[10 µM] | 1% | -1% | -2% | -9% | -4% | -3%
5 | O=C1C=C(Nc2ccc(Cl)cc2Cl)CC(c2ccco2)C1 (configuration not stated) | / | -50%[inhibitor][10 µM] | 3% | -3% | 4% | -1% | -2% | -6%
6 | O=C(c1ccc(F)cc1)C1CCN(C(=S)Nc2ccccc2Cl)CC1 | / | -48%[inhibitor] | 2% | i | 0% | -7% | -9% | -19%
7 | COc1ccc(N2C(=O)/C(=C/N(C)C)NC2=S)cc1 | 0% | -9%[10 µM] | 0% | i | 0% | -6% | -6% | 4%
8 | COc1ccccc1NC(=O)Cn1ccn(-c2cc(C)cc(C)c2)c(=O)c1=O | / | / | 2% | / | 4% | -6% | -13% | -11%
9 | CCN(CC(=O)Nc1ccc([N+](=O)[O-])cc1OC)c1ccccc1 | -9% | -14% | -5% | ? | -5% | 9% | -13% | -28%
10 | Cc1ccc(Cn2c(SCc3cccnc3)nc3c2c(=O)n(C)c(=O)n3C)cc1 | -6% | -4%[10 µM] | -4% | -2% | -2% | -4% | -19% | -13%

6 successive records from above, quoted:
No. | smiles | L3MBTL1 inh | HTT ATP protect | TRb-SRC2 inh | RECQ1 inh | TR SRC2 fluor cs | Tau FP inhib | Tau ThT inhib | Tau fluor cs
5 | O=C1C=C(Nc2ccc(Cl)cc2Cl)CC(c2ccco2)C1 (configuration not stated) | / | -50%[inhibitor][10 µM] | 3% | -3% | 4% | -1% | -2% | -6%
6 | O=C(c1ccc(F)cc1)C1CCN(C(=S)Nc2ccccc2Cl)CC1 | / | -48%[inhibitor] | 2% | i | 0% | -7% | -9% | -19%
7 | COc1ccc(N2C(=O)/C(=C/N(C)C)NC2=S)cc1 | 0% | -9%[10 µM] | 0% | i | 0% | -6% | -6% | 4%
8 | COc1ccccc1NC(=O)Cn1ccn(-c2cc(C)cc(C)c2)c(=O)c1=O | / | / | 2% | / | 4% | -6% | -13% | -11%
9 | CCN(CC(=O)Nc1ccc([N+](=O)[O-])cc1OC)c1ccccc1 | -9% | -14% | -5% | ? | -5% | 9% | -13% | -28%
10 | Cc1ccc(Cn2c(SCc3cccnc3)nc3c2c(=O)n(C)c(=O)n3C)cc1 | -6% | -4%[10 µM] | -4% | -2% | -2% | -4% | -19% | -13%

Next section.
No. | smiles | L3MBTL1 inh | HTT ATP protect | TRb-SRC2 inh | RECQ1 inh | TR SRC2 fluor cs | Tau FP inhib | Tau ThT inhib | Tau fluor cs
11 | COC(=O)C1CCN(C(=O)COC(=O)[C@@H]2CC(O)CN2S(=O)(=O)c2ccc3c(c2)OCCO3)CC1 (some centres not stated) | 6% | 3%[0.074 µM] | -3% | 1% | 1% | -2% | 3% | 9%
12 | Cc1ccc(NC(=S)NC(NC(=O)c2ccco2)C(Cl)(Cl)Cl)cc1 (configuration not stated) | / | -8%[10 µM] | -3% | -18% | -8% | -1% | 1% | -17%
13 | CCc1nn(CC(=O)NC(C)CCc2ccccc2)c(=O)c2cc3cc(F)ccc3n12 (configuration not stated) | / | / | 6% | / | 4% | -9% | 10% | 5%
14 | COc1ccccc1C1NC(=O)NC(C)=C1C(=O)Nc1cccc(C)c1C (configuration not stated) | 3% | -7% | -4% | -8% | -3% | -2% | -9% | 3%
15 | COc1ccc(C[C@H]2CN3C(=NC[C@@H]3Cc3ccccc3)N2C[C@H](C)NC(=O)CCC2CCCCC2)cc1 | / | -2%[10 µM] | 4% | i | 0% | 2% | -15% | -2%
16 | Cc1cc2cc(CNC(=O)c3cccc([N+](=O)[O-])c3)ccc2[nH]1 | -6% | / | -1% | -9% | -4% | ? | ? | ?
17 | Brc1ccccc1-c1nnc(-c2cccnc2)o1 | 4% | -31% | 2% | 0% | 3% | -3% | 1% | -1%
18 | O=C(NCCc1ccc(Cl)cc1)c1cc2ccccn2n1 | / | 22%[10 µM] | -6% | 16% | -1% | 1% | / | 4%
19 | COc1cc2nc(NCC(C)c3ccccc3)n3nc(-c4ccccc4)nc3c2cc1OC (configuration not stated) | / | / | -12% | / | 3% | 5% | -2% | -20%
20 | CCOC(=O)c1cnc(SCC(=O)N2CCc3ccccc32)nc1N | 9% | 12% | 5% | -15% | 2% | -2% | -7% | -1%

Three compounds from above, arranged by number of heavy atoms, rising:
No. | smiles | L3MBTL1 inh | HTT ATP protect | TRb-SRC2 inh | RECQ1 inh | TR SRC2 fluor cs | Tau FP inhib | Tau ThT inhib | Tau fluor cs
16 | Cc1cc2cc(CNC(=O)c3cccc([N+](=O)[O-])c3)ccc2[nH]1 | -6% | / | -1% | -9% | -4% | ? | ? | ?
8 | COc1ccccc1NC(=O)Cn1ccn(-c2cc(C)cc(C)c2)c(=O)c1=O | / | / | 2% | / | 4% | -6% | -13% | -11%
13 | CCc1nn(CC(=O)NC(C)CCc2ccccc2)c(=O)c2cc3cc(F)ccc3n12 (configuration not stated) | / | / | 6% | / | 4% | -9% | 10% | 5%

The listing continues.
No. | smiles | L3MBTL1 inh | HTT ATP protect | TRb-SRC2 inh | RECQ1 inh | TR SRC2 fluor cs | Tau FP inhib | Tau ThT inhib | Tau fluor cs
21 | CC(=O)Nc1cc(C(=O)NCc2ccc(F)cc2)ccc1Sc1ccc(F)cc1 | / | / | -6% | / | 0% | -4% | 1% | -18%
22 | COc1cc2c(cc1OC)C(c1cc3cc4c(cc3[nH]c1=O)OCO4)N(C(=O)C1CC1)CC2 (configuration not stated) | -14% | -1%[10 µM] | -1% | i | 2% | 6% | -5% | -3%
23 | Cc1cc(Cl)ccc1Oc1nc(-c2ccccc2)ncc1S(C)(=O)=O | -6% | -5%[10 µM] | 8% | 0% | 2% | 4% | 0% | -3%
24 | Cc1ccc(C(=O)N/C(=C/C=C/c2ccccc2)C(=O)NCc2ccco2)cc1 | -11% | -75%[inhibitor] | 1% | -6% | -2% | 5% | ? | -17%

Looked up above.
Reading of `Cc1cc(Cl)ccc1Oc1nc(-c2ccccc2)ncc1S(C)(=O)=O` under HTT ATP protect: -5%[10 µM]
Reading of `CC(=O)Nc1cc(C(=O)NCc2ccc(F)cc2)ccc1Sc1ccc(F)cc1` under TRb-SRC2 inh: -6%
Reading of `Cc1ccc(C(=O)N/C(=C/C=C/c2ccccc2)C(=O)NCc2ccco2)cc1` under RECQ1 inh: -6%
Reading of `COc1cc2c(cc1OC)C(c1cc3cc4c(cc3[nH]c1=O)OCO4)N(C(=O)C1CC1)CC2` (configuration not stated) under L3MBTL1 inh: -14%
